HCV core dimer – blocks dimerization of HCV core protein; inhibition, % at 5 µM; 300,000 tested, 0.33% active; TR-FRET GST/Flag-core106 dimerization, 1536-well;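 active means inhibition above the mean of all tested compounds plus 3 SD, set per screening campaign, cut at about 45% in these data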
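System – GST-tagged and Flag-tagged HCV core protein residues 1-106 · Repeats – one well for each compound · Technique – TR-FRET 671 and 617 nm emission · Doses – one concentration, 5 µM, in 0.5% DMSO · Times – 4 h, 22.5 °C incubation · Also added – Eu donor and XL665 acceptor anti-tag antibodies · Measure – percent inhibition of core106 dimerization signal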
VLA-4 inh – inhibition in a human VLA-4 binding assay; P13612; VLA-4 expressing cells, ligand binding flow cytometry; inhibition, % (about 7 µM as worked out from the volumes in the protocol); 330,000 tested, 0.2% active; AID 2557; in the data active means inhibition above about 50%
Target sequence (P13612 whole entry, looked up): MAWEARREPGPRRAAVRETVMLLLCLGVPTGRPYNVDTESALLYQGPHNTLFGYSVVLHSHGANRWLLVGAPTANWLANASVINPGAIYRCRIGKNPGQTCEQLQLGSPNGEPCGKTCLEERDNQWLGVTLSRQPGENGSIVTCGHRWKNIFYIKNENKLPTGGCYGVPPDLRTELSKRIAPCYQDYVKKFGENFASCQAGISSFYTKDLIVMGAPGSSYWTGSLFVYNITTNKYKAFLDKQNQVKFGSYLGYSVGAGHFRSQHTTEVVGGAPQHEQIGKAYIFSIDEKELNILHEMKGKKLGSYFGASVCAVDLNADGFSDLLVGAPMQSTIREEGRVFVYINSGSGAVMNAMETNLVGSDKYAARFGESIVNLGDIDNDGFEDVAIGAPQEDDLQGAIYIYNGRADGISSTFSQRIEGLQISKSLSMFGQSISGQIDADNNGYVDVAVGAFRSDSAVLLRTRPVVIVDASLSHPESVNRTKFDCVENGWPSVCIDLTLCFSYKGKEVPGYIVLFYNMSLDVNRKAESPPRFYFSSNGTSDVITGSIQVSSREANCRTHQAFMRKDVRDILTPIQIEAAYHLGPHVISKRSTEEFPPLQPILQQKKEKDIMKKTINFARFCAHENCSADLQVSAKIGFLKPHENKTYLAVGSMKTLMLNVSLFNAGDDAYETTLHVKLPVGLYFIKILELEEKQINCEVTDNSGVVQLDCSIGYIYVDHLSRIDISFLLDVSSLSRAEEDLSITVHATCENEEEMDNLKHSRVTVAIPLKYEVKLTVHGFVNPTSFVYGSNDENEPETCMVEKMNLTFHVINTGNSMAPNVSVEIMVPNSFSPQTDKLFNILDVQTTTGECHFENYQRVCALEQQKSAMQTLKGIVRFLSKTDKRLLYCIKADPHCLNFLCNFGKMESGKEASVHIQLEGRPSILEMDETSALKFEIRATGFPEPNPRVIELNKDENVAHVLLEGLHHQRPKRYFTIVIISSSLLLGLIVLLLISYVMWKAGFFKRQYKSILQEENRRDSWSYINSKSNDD
PP5 inh – PP5 (human) phosphatase inhibition. inhibition, % at 6.7 µM. 320,000 tested, 0.18% active. P53041. purified PP5c, OMFP substrate fluorescence;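 active means inhibition above the campaign's mean inhibition across all tested compounds plus 3 SD, cut at about 9.5% in these data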;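 further: 0% = DMSO only and 100% = 100 µM cantharidin control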
PP1 counter – counter-screen for PP5 inhibitors: inhibitors of human PP1-alpha; purified PP1alpha, OMFP fluorescence; inhibition, % at 6.7 µM; 320,000 tested, 0.9% active;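 active means inhibition above the mean inhibition of all tested compounds plus 3 SD, computed separately for each screening campaign, cut at about 15% in these data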
procasp7 counter – counter-screen: procaspase-7 (human) activation | AID 463210 | P55210 | recombinant procaspase-7, Ac-DEVD-pNA absorbance 405 nm; D23A/D198A/D206A triple mutant, cannot self-cleave; scale: DMSO 0, 5 µM enzyme 100 | 330,000 tested, 0.093% active | activation, % at 8.5 µM;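 active means percent activation above the screen-wide mean plus 3 SD, cut at about 25% in these data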
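buffer or medium = Zinc-free HEPES/NaCl buffer, pH 7.4 | material = Procaspase-7 triple mutant (PC-7 D3A) | input = 2 µM procaspase-7 mutant as dispensed | signal = Epi-absorbance of released pNA at 405 nm, two timepoints | timing = 1 h preincubation, 2 h reaction | replicates = singlicate compound testing | evaluation = % activation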
JMJD2C inh – human JMJD2C demethylase inhibition; Q9H3R0; GST-JMJD2C(1-420) H3K9me3 demethylation, DELFIA europium; inhibition, % at 2.35 µM; 330,000 tested, 0.069% active;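 active means more than half of a compound's replicate wells show inhibition beyond 50%, single wells judged on their own value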;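 further: signal counts dimethyl H3K9 product captured on neutravidin plate; 0% = median of DMSO wells and 100% = 0.3 times that DMSO median; strong numbers were not always called active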
proCasp3 act – activators of human procaspase-3. recombinant procaspase-3 D3A, Ac-DEVD-pNA absorbance 405 nm. P42574. activation, % at 8.5 µM. 330,000 tested, 0.11% active. AID 463141;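 active means activation above the mean of all tested compounds plus 3 SD, cut at about 21% in these data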;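 further: 0% = DMSO alone and 100% = DMSO wells spiked with extra 5 µM PC-3 D3A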
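Test system: Procaspase-3 D3A mutant, all three cleavage aspartates alanine | Dosing: Single dose, 8.5 µM nominal compound, 0.8% DMSO | Schedule: 1 h preincubation, 2 h reaction | Technique: 405 nm absorbance of p-nitroaniline, reads at 0 and 120 min | Repeats: One well per compound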
GRK2 inh – inhibitors of human GRK2 displacing RNA aptamer; bead flow cytometry, FAM-aptamer displacement from GRK2; inhibition of aptamer binding, % at 10 µM; 330,000 tested, 0.59% active; AID 488847;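 active means inhibition of aptamer binding above 40%, roughly 3 SD of noise, on plates passing a quality check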;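 further: median bead fluorescence of bound FAM aptamer so fluorescent compounds give negative values; no value below 0 was filed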
Fh CTSL1 inh – counter-screen for PFM18AAP inhibitors: inhibitors of F. hepatica cathepsin L1. recombinant F. hepatica cathepsin L1, Z-Leu-Arg-MCA fluorescence. inhibition, % at 5.96 µM. 300,000 tested, 0.49% active. AID 1906;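 active means inhibition above the mean of all tested compounds plus 3 SD, set per screening campaign, cut at about 17% in these data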;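 further: 0% = plate median of test compound wells and 100% = 1 µM Z-Phe-Ala-diazomethylketone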
* = called active by the depositor; / = not tested or not shown.

mol	HCV core dimer	VLA-4 inh	PP5 inh	PP1 counter	procasp7 counter	JMJD2C inh	proCasp3 act	GRK2 inh	Fh CTSL1 inh
CCN1CCN(CCNC(=O)c2ccc(CS(=O)(=O)c3c(Cl)cccc3Cl)o2)CC1	2	17	-1.4	1	-1	-1	5	1	0
O=C(Cc1ccc(Cl)cc1)NC(=S)Nc1ccccc1N1CCOCC1	-5	-1	-2.0	5	-7	-1	-9	0	-3
Cc1ccc(N2C(=O)C(CN3CCCCC3)C2c2ccccc2)cc1 (stereo not drawn)	2	12	-1.2	-2	9	2	6	0	0
O=C(Cn1c(NCCO)nc2ccccc21)c1ccccc1	-2	-6	3.0	-2	14	7	7	0	-2
CC(=O)N(CCc1cccc(C)c1)Cc1cc2cc(C)ccc2[nH]c1=O	0	3	-0.6	-3	-1	6	4	1	5
O=C(COC(=O)c1cccnc1Cl)NC1CCCCCC1	/	-13	/	/	7	5	12	0	/
O=C(NCCCn1ccnc1)C(=O)NCC1OCCCN1S(=O)(=O)c1ccc(F)cc1 (stereo not drawn)	0	1	4.6	-4	5	14	5	0	-4
CC(=O)O[C@H]1CC[C@@]2(C)[C@@H](CC[C@@H]3[C@@H]2CC[C@]2(C)[C@@H](C(C)(C)O)C[C@@H]32)C1	19	-1	-1.2	1	5	-7	2	4	6
O=C(CSc1nnc(-c2ccco2)n1-c1ccccc1)NCCc1ccccc1	1	4	-0.5	-4	11	1	11	2	-1
N=C1/C(=C\c2ccc(OC(=O)c3ccccc3Cl)cc2)C(=O)N=C2SC(N3CCOCC3)=NN12	20	-3	1.2	8	3	3	-4	4	2
O=C1c2ccccc2C(=O)N1OCc1cccc(Cl)c1	3	10	3.4	-3	4	-27	0	0	-1
COc1ccc(OC)c(NC(=O)CCN2CCC(C)CC2)c1	-2	-4	-1.1	-2	5	8	8	0	0
CCOC(=O)C1=C(O)C(=O)N(c2ccc(S(N)(=O)=O)cc2)C1c1ccc(Br)cc1 (stereo not drawn)	2	-1	1.7	21*	2	0	-3	0	-3
Cc1ccc(NC(=O)CSc2n[nH]c(-c3cccnc3)n2)cc1Cl	5	-2	2.0	1	6	2	8	2	3
COc1ccc(C(O)(CCN2CCCCC2)C2CCCCC2)cc1 (stereo not drawn)	-6	5	-0.5	-2	-10	-12	5	0	2
Cc1c(C(c2ccc(O)cc2)c2c(C)n(C)n(-c3ccccc3)c2=O)c(=O)n(-c2ccccc2)n1C	-6	10	-0.5	0	7	0	2	5	3
Cc1cc(C)c(C)c(S(=O)(=O)Nc2ccc(O)cc2)c1C	-4	17	3.0	-2	-7	-11	-5	0	-5
O=C(c1ccc(S(=O)(=O)N2CCC(c3nc4ccccc4[nH]3)CC2)cc1)N1CCOCC1	-2	-6	2.9	-6	-3	1	6	3	-2
Cc1nc(NC(C)C(=O)O)c2nc(C)oc2n1 (stereo not drawn)	-8	-1	0.3	-1	3	-3	-2	6	4
CC(C)Cn1c(SCC(=O)Nc2cc(Cl)c(Cl)cc2Cl)nc(O)cc1=O	18	12	-1.8	8	7	2	12	2	0
CCn1c(SCc2cc(=O)n3ccsc3n2)nc2ccccc21	0	3	1.9	-4	-2	53	7	4	1
CS(=O)(=O)Nc1nc2n(n1)C(c1ccccc1)C=C(c1ccc(Br)cc1)N2 (stereo not drawn)	18	1	-1.5	-2	-8	13	-6	2	6
COc1ccccc1NC(=O)CSc1nnnn1C	3	18	-0.4	-2	-2	-6	2	0	2
CC(Cl)c1cc(-c2ncc(C(F)(F)F)cc2Cl)no1 (stereo not drawn)	3	11	0.0	-3	6	11	8	0	3
Cc1ccc(NC(=O)CNC(C)c2ccccc2)cc1 (stereo not drawn)	-1	7	0.1	-2	3	3	1	0	2
O=C(CCc1nnc(CCCCc2ccccc2)o1)NCCn1cccn1	0	9	0.3	-1	15	-11	3	0	-2
CC(=O)c1ccc(S(=O)(=O)N2CCN(CC(=O)Nc3ccc(Cl)c([N+](=O)[O-])c3)CC2)cc1	/	-15	2.1	0	10	15	8	0	/
O=C(N[C@H]1CC1c1ccccc1)c1ccc([N+](=O)[O-])cc1 (stereo partly drawn)	1	0	0.7	-2	-3	-18	1	2	2
O=C(NC1CCCCC1)N1CCN(c2ccccc2Cl)CC1	10	7	0.1	-3	6	-23	4	0	-2
Cc1ccc(NC2CCCN(C(=O)CN3C(=O)CSC3=O)C2)cc1C (stereo not drawn)	-15	5	2.9	-9	2	6	2	0	1
Cc1csc(NC(=O)CSC2=NCCS2)n1	-12	-7	-2.2	-4	3	-3	0	2	2
Cn1ccnc1C(O)c1cc(C(C)(C)C)c(O)c(C(C)(C)C)c1 (stereo not drawn)	0	5	0.0	-2	-11	-3	-5	0	-2
CCCCc1nnc(NC(=O)C2CC(=O)N(Cc3ccccc3)C2)s1 (stereo not drawn)	24	-11	-3.4	-1	-1	-6	2	0	1
CCOc1ccc(NC(=O)C2CC3CCC2C3)cc1 (stereo not drawn)	2	1	2.8	-2	-2	-49	-4	0	0
CN(Cc1c(F)cccc1Cl)c1ccc(S(=O)(=O)N2CCOCC2)cn1	0	5	-0.8	-5	-2	9	-3	25	0
FC(F)(F)c1cc(C(F)(F)F)c2ccc(N3CCOCC3)nc2n1	2	3	1.8	2	1	5	-2	3	-3
N=c1sccn1CC(=O)NCCc1ccc(Cl)cc1	-3	-2	2.7	-4	-4	-1	-7	0	-2
CC(=O)Nc1ccc(S(=O)(=O)NCCc2cc3c(C)ccc(C)c3[nH]c2=O)cc1	1	9	0.2	-1	4	11	8	0	0
COc1cccc(/C=N/NC(=O)CSc2ccccc2C)c1OC	2	-9	0.8	0	2	1	0	4	-1
CC(=O)Nc1cc(S(=O)(=O)Nc2cccc(C)c2)c(C)cc1C	-1	7	1.9	-1	3	3	4	1	-1
Cc1cc(Cl)cc2sc(NC(=O)C3CC3)nc12	-2	11	0.7	0	4	-5	-1	3	3
CCN(CC)S(=O)(=O)c1ccc(C)c(NC(=O)COc2ccc(Br)cc2Cl)c1	4	-5	1.7	-2	11	6	-4	0	-1
CC1=C(C(=O)OCc2ccccc2)C(c2ccc([N+](=O)[O-])cc2)NC(=O)N1 (stereo not drawn)	7	25	0.3	5	4	4	2	1	4
Cc1ccc(NC(=O)C(Cc2ccccc2)n2cccc2)cc1 (stereo not drawn)	1	4	2.7	-3	4	0	1	3	1
O=Cc1cn(CC(=O)Nc2ccc(F)cc2)c2ccccc12	-15	-26	1.3	0	5	7	-3	0	-1
O=C(COC(=O)c1ccccc1SCC(=O)N1CCCC1)Nc1ccc(OC(F)F)cc1	-4	-1	0.6	-3	5	-16	0	3	-1
Cn1cccc1CC(=O)NNC(=O)Nc1ccc(F)cc1	4	-1	1.4	4	-8	14	3	1	3
COc1ccc(NC(=O)Nc2nnc(N3CCC(C)CC3)s2)cc1OC	-3	22	2.2	2	-5	9	2	0	-2
CCn1c(SCc2nc3ccccc3[nH]2)nnc1-c1cccs1	0	4	0.6	-1	2	10	11	0	-1
Cc1ccc(C)c(OCC(=O)NCCN(C)C)c1	-4	19	0.5	0	6	0	4	0	-4
CCNS(=O)(=O)c1cc(S(C)(=O)=O)ccc1Cl	-16	-10	-0.9	-4	1	6	-4	4	3
COc1ccc(C(C(=O)NC(C)(C)C)N(C(=O)CNC(=O)c2cccs2)c2ccc(C)cc2)cc1OC (stereo not drawn)	-4	5	2.7	-3	3	-1	14	0	-1
Cc1ccc(OCc2nnc(SCC(=O)O)n2-c2ccccc2)cc1	-3	-1	1.7	-1	-15	-20	-10	5	6
Cc1nc(SCC(=O)NC(=O)NC(C)(C)C)nc(C)c1C	0	16	-1.1	-4	7	3	10	2	-2
Cc1csc(NC(=O)CSc2ccc(-c3ccccc3)nn2)n1	-5	11	0.1	-2	9	3	0	0	-2
O=C(Nc1ccccc1)NN(C(=O)CCl)c1ccccc1	5	19	1.5	4	2	-6	-1	0	13
Cn1c(Oc2ccc(F)cc2F)c(C=O)c2ccccc21	1	6	1.4	0	10	-2	8	3	4
CC1CCCCN1CCCNc1ccc(C(CC(N)=O)NC(=O)Cc2cccc3ccccc23)cc1[N+](=O)[O-] (stereo not drawn)	-11	32	1.1	2	-8	-1	-5	2	0
CCOc1ccc(CCNC(=O)Cc2ccc(NC3=NC4CS(=O)(=O)CC4S3)cc2)cc1OCC (stereo not drawn)	1	-2	1.4	0	-5	23	0	2	-4
COc1ccc(-n2c(C)cc3cc(OC(C)=O)ccc32)cc1	15	-6	-1.8	-2	0	-12	-9	0	-8

By substructure, the compounds so far containing a thiophene ring, fused or not
mol	HCV core dimer	VLA-4 inh	PP5 inh	PP1 counter	procasp7 counter	JMJD2C inh	proCasp3 act	GRK2 inh	Fh CTSL1 inh
CCn1c(SCc2nc3ccccc3[nH]2)nnc1-c1cccs1	0	4	0.6	-1	2	10	11	0	-1
COc1ccc(C(C(=O)NC(C)(C)C)N(C(=O)CNC(=O)c2cccs2)c2ccc(C)cc2)cc1OC (stereo not drawn)	-4	5	2.7	-3	3	-1	14	0	-1

(continued)
mol	HCV core dimer	VLA-4 inh	PP5 inh	PP1 counter	procasp7 counter	JMJD2C inh	proCasp3 act	GRK2 inh	Fh CTSL1 inh
CC(C)(C)C(=O)Nc1ccccc1C(=O)NCc1cccnc1	0	9	-1.2	1	0	-2	-3	0	3
Cc1ccc(NC(=O)c2snc3ccc(Cl)cc23)cc1C	-22	-15	0.7	6	2	6	1	0	5
O=[N+]([O-])c1cccc(S(=O)(=O)N/N=C/c2ccc(O)cc2)c1	-2	19	1.1	6	9	-2	4	1	-1
CC(c1ccccc1)N1CC(C(=O)Nc2nccs2)CC1=O (stereo not drawn)	-1	-12	0.0	-1	-5	-3	-2	1	3
CC(C)(C)C(=O)Nc1ccc(N2CCN(c3ccc(C(F)(F)F)cn3)CC2)nc1	0	2	-0.4	-2	3	2	0	0	2
Cc1c(NC(=O)NCc2ccccc2)c(=O)n(-c2ccccc2)n1C	-10	6	-1.4	1	1	1	-6	0	-2
CC1=NN(C(=O)c2c(Br)cnn2C)C(O)(C(F)(F)F)C1 (stereo not drawn)	-20	-2	1.4	-4	4	-7	7	6	-4
COc1ccc(CNc2nc3c(c(=O)n(Cc4ccc(F)cc4)c(=O)n3C)n2C)cc1	-4	-10	1.8	-5	19	2	10	1	-3
O=C(CN1CCCCC1)N/N=C/c1ccccc1Br	-3	5	1.1	1	-8	-14	4	2	-5

High-throughput results as filed in PubChem BioAssay.

Hits appear at their usual frequency; any-hit rate near 2.6%.
